From PubChem BioAssay
RGS4 act: potentiators or activators of RGS4; HEK293 M3R/inducible RGS4, carbachol calcium flux Fluo4; active compounds read low; B-score at 10 µM; 310,000 tested, 0.92% active;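 active = B-score of the integrated calcium signal more than 4 SD below the library mean, with starting fluorescence not abnormally high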;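 also: negative B-score means reduced calcium response which marks RGS4 activation or potentiation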
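Reagent: ECmax carbachol challenge; Test system: M3R-expressing HEK293 line, RGS4 induced by doxycycline; Schedule: overnight RGS4 induction, 30 min dye load 37 °C, 20 min compound RT; Detection: calcium dye Fluo4 fluorescence; Read-out: Agonist-evoked peak-minus-minimum fluorescence over baseline, integrated ratio, B score.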
RGS4 block: human RGS4 inhibition | HEK293 M3R/RGS4 inducible, Fluo-4 calcium flux; active compounds read high; triggered by carbachol at its EC20 | B-score at 10 µM | 310,000 tested, 0.45% active;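 active = B-score, a plate-corrected calcium signal, over three deviations above library mean, with baseline fluorescence within five deviations of library mean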;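 also: RGS4 expression induced by doxycycline in cells with stable M3 receptor; B-score is computed from the integrated fluorescence ratio over baseline after carbachol; higher B-score means a larger calcium signal and so more RGS4 inhibition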
Target sequence (P49798 whole entry, looked up): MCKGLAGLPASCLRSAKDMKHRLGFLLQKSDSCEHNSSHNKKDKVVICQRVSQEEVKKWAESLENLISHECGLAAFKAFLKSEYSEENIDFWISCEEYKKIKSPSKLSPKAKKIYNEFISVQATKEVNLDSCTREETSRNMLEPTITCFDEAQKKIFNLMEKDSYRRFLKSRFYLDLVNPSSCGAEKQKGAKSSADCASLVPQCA
TRPC6 inhibitor: inhibitors of mouse TRPC6 channel; Q61143; HEK293-TRPC6, membrane potential dye, ACh-evoked depolarization; active compounds read low; B-score at 10 µM; 310,000 tested, 1.1% active; AID 2553;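 active = B-score under library mean minus 3 SD, initial fluorescence not abnormally high, positive integrated signal ratio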;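 also: B-score derived from integrated fluorescence ratio over the kinetic read; more negative B-score means stronger inhibition of depolarization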
Platelet DG rel: platelet dense granule release activity | inhibition, %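 (compounds screened at 7.5 µM in platelet-rich plasma)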 | 300,000 tested, 0.22% active | human platelet-rich plasma, SFLLRN dense granule ATP release, luminescence;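 active = mean replicate score, as percent of positive control, at or above 50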
TRPC6 act: activators of mouse TRPC6 channel | HEK293-TRPC6 membrane potential dye fluorescence; active compounds read high | AID 2550 | B-score at 10 µM | Q61143 | 310,000 tested, 0.13% active;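 active = B-score of the integrated fluorescence ratio above library mean plus 3 SD, and starting fluorescence ratio within library mean plus 5 SD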;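 also: higher score means more depolarization so channel activation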
SKKanGAS inh: inhibitors of SKKanGAS S. pyogenes growth in kanamycin (SK-promoter or general growth effect); 300,000 tested, 1.3% active; BacTiter-Glo, 6 h; inhibition, % at 7.5 µM;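 active = mean replicate score, as percent of positive control median, at least 50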;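 also: strain carries kanamycin resistance gene driven by streptokinase promoter and grows in 40 µg/ml kanamycin; loss of luminescence reflects streptokinase promoter inhibition or plain growth inhibition; 0% = median of DMSO wells and 100% = positive control at its reference dose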
MrgX1 allo act: allosterically activates human MrgX1 receptor signaling. Q96LB2. MrgX1-HEK293, Fluo-4 calcium flux, FDSS; active compounds read high. B-score at 10 µM. 310,000 tested, 0.63% active;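 active = plate-corrected calcium response at least 3 library SD above typical, normal starting fluorescence, not activating the receptor alone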;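 also: compound read alongside a low EC10 to EC30 dose of BAM8-22 agonist; peak minus trough fluorescence over baseline measured at the second addition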
Target sequence (Q96LB2 whole entry, looked up): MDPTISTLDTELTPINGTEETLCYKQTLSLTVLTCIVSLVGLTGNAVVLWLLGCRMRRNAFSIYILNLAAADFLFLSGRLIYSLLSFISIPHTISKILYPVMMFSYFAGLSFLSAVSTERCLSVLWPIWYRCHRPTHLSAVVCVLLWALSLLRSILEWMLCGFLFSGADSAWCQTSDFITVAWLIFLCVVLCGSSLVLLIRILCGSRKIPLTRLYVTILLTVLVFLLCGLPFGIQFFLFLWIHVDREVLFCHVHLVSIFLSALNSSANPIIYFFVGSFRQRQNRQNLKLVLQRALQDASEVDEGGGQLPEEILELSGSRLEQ
MrgX1 antag: blocks BAM8-22 activation of human MrgX1 receptor. 310,000 tested, 1.3% active. Q96LB2. B-score at 10 µM. AID 588676. MRGX1-HEK293 calcium flux, Fluo-4, BAM8-22 antagonism; active compounds read low;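 active = calcium-response B-score plate-corrected more than 3 library SD below zero, starting fluorescence within 5 deviations, no agonist response on first addition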;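 also: peak minus trough fluorescence over baseline after final BAM8-22 challenge near maximal dose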
MrgX1 ag: activates human MrgX1 receptor signaling; AID 588627; MrgX1-HEK293 cells, Fluo-4 calcium fluorescence, agonist mode; active compounds read high; B-score at 10 µM; 310,000 tested, 0.44% active; Q96LB2;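 active = calcium response B-score plate-corrected fluorescence ratio at least 3 library SD, with starting fluorescence B-score inside 5 SD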
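Test system: HEK293 cells stably expressing human MrgX1 receptor; amount: 15,000 cells per well; doses: compound delivered in addition one of three; times: overnight plating before 1 h dye loading; detection: Fluo-4 NW calcium-flux fluorescence, kinetic read; read-out basis: B-scored fluorescence response ratio; controls: positive and negative controls per plate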
TRPC4 block: TRPC4 (mouse) channel inhibition. Q9QUQ5. HEK293 TRPC4beta/mu-opioid, DAMGO-evoked Fluo4 calcium flux; active compounds read low. B-score at 10 µM. 300,000 tested, 0.39% active. AID 2247;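 active = B-score over 3 SD under the library average, no early fluorescence shift, positive overall ratio signal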
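Assay system: TRPC4beta/mu-opioid receptor HEK293 cell line; compound dosing: single concentration per test compound; detection: Fluo4 Ca2+ flux fluorescence; evaluation: per-well B score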
HIF activator: HIF pathway transcriptional activation; activation, % at 7.5 µM (by protocol); 300,000 tested, 0.32% active; U2OS HRE-luciferase reporter, luminescence; normalized: DMSO 0%, desferrioxamine 100%;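 active = mean activation of at least 10% of the iron chelator positive control signal, with at least half of replicates also reaching 10%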
* hit, by the source's call; i = inactive; · = not tested or not shown. An unsorted share of the library. About 6.1% of those tested had a hit in this group.

Below each SMILES – Platelet DG rel, MrgX1 allo act, TRPC6 act, SKKanGAS inh, TRPC4 block, TRPC6 inhibitor, MrgX1 ag, HIF activator, MrgX1 antag, RGS4 act, RGS4 block
C=CCNC(=S)NC(CC(=O)OC)c1ccc2c(c1)OCO2 (centres undefined)
→ 1, i, i, 6, i, i, i, -0.5, i, i, i
N#Cc1ccccc1NC(=O)C1CC(=O)N(c2ccc3c4c(cccc24)CC3)C1 (centres undefined)
→ 0, i, i, -1, i, i, i, 0.1, i, i, i
CCOC(=O)c1nn(-c2ccc([N+](=O)[O-])cc2)cc1O
→ -1, i, i, -1, i, i, i, 0.1, i, i, i
CCCc1nc(SCC(=O)N2CCOCC2)c2c(C)c(C)sc2n1
→ 2, i, i, 17, i, i, i, -0.2, i, i, i
CCc1ccc(NC(=O)c2cc(-c3cccs3)on2)cc1
→ -6, i, i, -22, i, i, i, 3.6, i, i, i
O=C(NCc1ccco1)c1sc2cc(F)ccc2c1Cl
→ 5, i, i, 5, i, i, i, 1.4, i, i, i
COC(=O)c1sccc1NC(=O)Nc1cccc([N+](=O)[O-])c1
→ 36, i, i, -1, i, i, i, 0.1, i, i, i
O=C(COc1ccc(Cl)cc1Cl)Nc1ccc(C(=O)Nc2ccccc2C(=O)O)cc1
→ 1, i, i, 62*, i, i, i, -0.1, i, i, i
NS(=O)(=O)c1ccc(NC(=O)CN2CCCN(S(=O)(=O)c3ccc(F)cc3)CC2)cc1
→ 1, i, i, -3, i, i, i, 0.0, i, i, i
COc1ccc(CCN2C(=O)CC(C(N)=O)SC2=Nc2ccc(F)cc2)cc1OC (centres undefined)
→ 0, i, i, -8, i, i, i, 0.0, i, i, i
COc1ccccc1N1CCN(C(=O)CNC(=O)Cn2cnc3sc(C)c(C)c3c2=O)CC1
→ -14, i, i, -3, i, i, i, -0.4, i, i, i
Cc1ccc2cc(CN(CCc3ccccc3)C(=S)NCCCN(C)C)c(=O)[nH]c2c1
→ 1, 6.6*, i, 0, i, i, i, -0.8, i, i, i
Fc1ccc(CN2C3=NCCN3c3ccccc32)cc1
→ -4, i, i, 14, i, i, i, -0.4, i, i, i
COc1ccc(-c2oc3ccc(-c4ccc(OC)nc4)cc3c2-c2ccc(OC)cc2)cc1
→ -7, i, i, 5, i, i, i, -3.1, i, i, i
Cc1ccc(C(=O)N/C(=C/c2cccs2)C(=O)NCc2ccco2)cc1
→ -2, i, i, 2, i, i, i, ·, i, i, i
CCC1(C)OC(=O)N(CCCn2ccnc2C)C1(C)O (centres undefined)
→ -3, i, i, -3, i, i, i, -0.1, i, i, i
Cc1ccc(-c2cc(C(F)F)nc(NCC3CCCO3)n2)cc1 (centres undefined)
→ -1, i, i, 3, i, i, i, 1.8, i, i, i
Cc1c(C(=O)N/N=C/c2cccnc2)sc(=S)n1C
→ -3, i, i, -1, i, i, i, -2.4, i, i, i
CCOC(=O)C1=C(C)Nc2nnnn2C1c1cccc(OC)c1OC (centres undefined)
→ 4, i, i, 6, i, i, i, 0.4, i, i, i
CCN(C(=O)c1ccc(S(=O)(=O)N2CCCCC2)cc1)C1CCS(=O)(=O)C1 (centres undefined)
→ ·, i, i, -2, i, i, i, 1.5, i, i, i
O=C(NCc1ccccc1)c1ccc2c(c1)C(=O)N(Cc1cccnc1)C2=O
→ -1, i, i, -2, i, i, i, 0.0, i, i, i
CCN(CC)S(=O)(=O)c1ccc(N/N=C/c2ccc(O)cc2)nc1
→ 0, i, i, -4, i, i, i, 0.3, i, i, i
COc1ccc(CNC(=O)CCCC2=NS(=O)(=O)c3ccccc3N2)cc1
→ -4, i, i, -4, i, i, i, -0.5, i, i, i
c1ccc(-n2ncc(-c3nn[nH]n3)n2)cc1
→ -2, i, i, -10, i, i, i, 0.0, i, i, i
C=CCSc1nc(C)c2cc(C)cc(C)c2n1
→ 5, i, i, 0, i, i, i, 0.1, i, i, i
O=C(CCS(=O)(=O)c1ccccc1)Nc1ccccn1
→ -20, i, i, -9, i, i, i, -0.1, i, i, i
CCOc1ccccc1N1C(=O)c2cccnc2C1=O
→ -17, i, i, 4, i, i, i, -0.1, i, i, i
Cc1cccc(N2CC(C(=O)Nc3nnc(SCCN4CCOCC4)s3)CC2=O)c1 (centres undefined)
→ -5, i, i, 7, i, i, i, 0.3, i, i, i
O=C(COc1ccc2ccccc2c1)Nc1nccs1
→ -14, i, i, -6, i, i, i, -3.1, i, i, i
Cn1c(=O)n(C)c(=O)n(CC(=O)N2CCCCC2)c1=O
→ -1, i, i, 2, i, i, i, 0.4, i, i, i
Cc1ccc(C(=O)OCC(=O)Nc2cc(F)ccc2F)cc1NC(=O)c1ccco1
→ 2, i, i, -13, i, i, i, 0.2, i, i, i
COc1ccc(C2N=C(N)N=C(N)N2c2ccc(C)cc2)cc1 (centres undefined)
→ -4, i, i, 4, i, i, i, 0.0, i, i, i
COc1ccc(CNC(=O)CN(Cc2ccc(C)cc2)C(=O)c2csnn2)cc1
→ -2, i, i, 0, i, i, i, -0.1, i, i, i
COC(CC(=O)NNC(=S)Nc1ccc(Cl)cc1)OC
→ -2, i, i, -12, i, i, i, -0.2, i, i, i
CCOC(=O)c1c(C)n(CC)c2c1cc(O)c1ccccc12
→ 3, i, i, 4, i, i, i, 1.5, i, i, i
CCOc1ccc(NS(=O)(=O)c2ccc(-c3coc(C)n3)cc2)cc1
→ 2, i, i, -28, i, i, i, 0.3, i, i, i
COc1ccccc1CCn1c(N)cc(=O)[nH]c1=O
→ -3, i, i, 1, i, i, i, 0.5, i, i, i
O=C(Cn1nc(C(F)F)cc1C(F)F)NNC(=S)Nc1ccc(Cl)cc1
→ -13, i, i, -12, i, i, i, 0.2, i, i, i
Cc1ccc(NC(=O)c2cccc(S(=O)(=O)N3CCN(c4ccc(F)cc4)CC3)c2)nc1
→ 2, i, i, 4, i, i, i, -0.3, i, i, i
COc1ccc(-c2noc(CCC(=O)NCCc3cccc(C)c3)n2)cc1
→ 8, i, i, -4, i, i, i, 0.2, i, i, i
CN(C(=O)CC(NC(=O)c1ccccc1)(c1ccccc1)c1ccccc1)c1ccccc1
→ -3, i, i, 4, i, i, i, -0.4, i, i, i
COC(=O)C1=C(C(=O)OC)SC(=C2C(=S)C(C)(C)N(C(=O)CC(C)C)c3ccccc32)S1
→ 9, i, i, 10, i, i, i, -0.7, i, i, i
CC(C)(C)c1cc(CN(CCO)CCO)c(O)c(C(C)(C)C)c1
→ -2, i, i, -10, i, i, i, -0.1, i, i, i
CS(=O)(=O)N(CC(N)=O)Cc1ccc(Cl)cc1
→ 3, i, i, 0, i, i, i, 0.3, i, i, i
CCSc1nc(N2CCOCC2)c2ccccc2n1
→ 4, i, i, 3, i, i, i, -0.3, i, i, i
CCOc1ccccc1N(C(=O)c1ccco1)C(C(=O)NC1CCCC1)c1cccnc1 (centres undefined)
→ -1, i, i, -5, i, i, i, 0.2, i, i, i
CCOc1c(N2CCCCC2)c(=O)c1=O
→ 0, i, i, 0, i, i, i, -0.4, i, i, i
CC(C)Cc1nnc(NC(=O)CCC(=O)N2CCN(Cc3ccc(Cl)cc3)CC2)s1
→ 5, i, i, -8, i, i, i, -0.7, i, i, i
O=c1cc(O)c2ccccc2n1Cc1ccccc1F
→ -6, i, i, -20, i, i, i, -0.8, i, i, i
COc1ccc(N2CCN(C(CNC(=O)c3cccs3)c3ccco3)CC2)cc1 (centres undefined)
→ 2, i, i, -4, i, i, i, 0.4, i, i, i
O=C(NCC(=O)N(c1cccnc1)C(C(=O)NC1CCCCC1)c1ccccc1F)c1ccco1 (centres undefined)
→ 4, i, i, 0, i, i, i, -0.9, i, i, i
C=CCSC1=C(C#N)C(c2ccccc2Cl)C(C(=O)c2cccs2)C(O)(C(F)(F)F)N1 (centres undefined)
→ 1, i, i, 6, i, i, i, -0.4, i, i, i
CCOC(=O)COc1cc(O)c2c(=O)cc(-c3ccccc3)oc2c1
→ 3, i, i, -9, i, i, i, -0.1, i, i, i
Cc1ccc(C(=O)NCc2ccc3c(c2)OCO3)c(C)c1
→ -3, i, i, -4, i, i, i, -0.8, i, i, i
CCN(CC)S(=O)(=O)c1ccc(N2CCOCC2)c(NC(=O)c2ccc3c(c2)OCCO3)c1
→ -1, i, i, -1, i, i, i, 0.0, i, i, i
O=C(Nc1cccc(NC(=O)c2ccccc2F)c1)c1ccccc1
→ 2, i, i, -6, i, i, i, -0.1, i, i, i
Cc1nnc2ccc(Oc3ccc(-c4ccccc4)cc3)nn12
→ 5, i, i, -3, ·, i, i, 0.2, i, i, i
Cc1ccc(NC(=O)C(C)SCC(=O)Nc2ccc(F)cc2)cc1S(=O)(=O)N1CCOCC1 (centres undefined)
→ -10, i, i, 5, i, i, i, -0.1, i, i, i
CCOC(=O)c1cc(-c2csc(Nc3ccccc3Cl)n2)on1
→ ·, i, i, 2, i, i, i, ·, i, i, i
COc1cc(/C=c2/sc3nc(-c4ccccc4)c(-c4ccccc4)n3c2=O)cc(OC)c1OC
→ -90, i, i, 1, i, i, i, 1.0, i, i, i
CC(C)C(c1nnnn1C1CCCC1)N1CCc2ccccc21 (centres undefined)
→ -1, i, i, ·, i, i, i, -0.2, i, i, i
CCOc1ccc(C(C)=O)cc1N1C(=O)C2C(C1=O)C1C=CC2C12CC2 (centres undefined)
→ -2, i, i, -4, i, i, i, 0.0, i, i, i

2 entries from above, bar-delimited.
mol | Platelet DG rel | MrgX1 allo act | TRPC6 act | SKKanGAS inh | TRPC4 block | TRPC6 inhibitor | MrgX1 ag | HIF activator | MrgX1 antag | RGS4 act | RGS4 block
C=CCSC1=C(C#N)C(c2ccccc2Cl)C(C(=O)c2cccs2)C(O)(C(F)(F)F)N1 (centres undefined) | 1 | i | i | 6 | i | i | i | -0.4 | i | i | i
CCOC(=O)COc1cc(O)c2c(=O)cc(-c3ccccc3)oc2c1 | 3 | i | i | -9 | i | i | i | -0.1 | i | i | i
